Compound activity from PubChem BioAssay.
KCNQ1 block – human KCNQ1 channel inhibition. AID 2642. actives 1.3% (n = 310,000). P51787. CHO-K1 KCNQ1, FluxOR thallium flux fluorescence; hits give high values. B-score at 10 µM;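 active = compounds whose thallium flux B-score, printed positive for inhibition, exceeds three library SD while starting fluorescence stays within three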;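 also: channel opened by potassium depolarization with thallium stimulus after 20 min compound exposure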
RGS4 pot – RGS4 potentiation or activation; B-score at 10 µM; actives 0.92% (n = 310,000); HEK293 M3R/inducible RGS4, carbachol calcium flux Fluo4; hits give low values;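 active = B-score of the integrated calcium signal more than 4 SD below the library mean, with starting fluorescence not abnormally high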;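 also: negative B-score means reduced calcium response which marks RGS4 activation or potentiation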
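Also added: carbachol at ECmax as muscarinic agonist stimulus; Assay system: HEK293 cells with stable M3R and inducible RGS4; Timing: overnight RGS4 induction, 30 min dye load 37 °C, 20 min compound RT; Measured by: Fluo4-AM (2 µM) calcium-flux fluorescence, kinetic read.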
KCNQ1 pot – potentiators or activators of human KCNQ1 potassium channel; CHO-K1 KCNQ1, thallium flux FluxOR fluorescence; hits give high values; B-score at 10 µM; actives 0.35% (n = 310,000);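 active = fluorescence ratio B-score, a plate-corrected score, at least three library SD, with initial intensity B-score within 5 SD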
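Material: CHO-K1 cells stably expressing KCNQ1. Medium: assay buffer for compound exposure, DMSO matched across wells. Reagent: K+/Tl+ depolarizing stimulus. Compound dosing: single-concentration screen. Times: 37 °C overnight plating, 90-min dark dye load, 20-min compound pretreatment. Technique: FluxOR Tl+ flux fluorescence.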
Dyrk1A ADPGlo – Dyrk1A (rat) kinase inhibition. Q63470. inhibition, % at 12.5 µM. ADP-Glo luminescence, NFATc1 peptide. actives 0.43% (n = 310,000). AID 504441; in the data active = inhibition above about 50%;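 also: plate controls were vehicle with enzyme for no effect and no enzyme for full effect; many of its hits are not listed in these tables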
PolyA inh – yeast polyadenylation inhibition | S. cerevisiae SKY197-pL101 polyadenylation reporter, beta-gal luminescence; efflux-impaired pdr1/pdr3 knockout yeast; score 100 = 6 SD above DMSO | calls only at 12 µM | actives 0.02% (n = 300,000) | AID 1875;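 active = lowest replicate activity score at least 50, where 100 means six control SD above control mean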;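 also: yeast exposed to compound for 9 h at 30 °C; higher score means more reporter readthrough which indicates perturbed polyadenylation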
KCNK9 block – inhibitors of human KCNK9 two-pore domain potassium channel; B-score at 10 µM; Q9NPC2; actives 1.2% (n = 310,000); AID 488922; HEK293 KCNK9, FluxOR thallium flux fluorescence; hits give low values;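 active = ratio B-score over 3 SD below the library mean, with starting fluorescence within 5 SD of its mean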;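 also: negative B-score means less thallium flux so channel inhibition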
GSK3B inh – inhibitors of human GSK3beta kinase | P49841 | GST-GSK3beta kinase, ADP-Glo luminescence, 60 min; hits give low values | activity score (negative = inhibition), % at 10 µM | actives 0.038% (n = 300,000) | AID 2097;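 active = more than half of replicate wells score below -50%, meaning over 50% inhibition versus plate controls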;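 also: 0% = median DMSO wells and -100% = median GW8510 positive control wells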
Target sequence (P49841 whole entry, looked up): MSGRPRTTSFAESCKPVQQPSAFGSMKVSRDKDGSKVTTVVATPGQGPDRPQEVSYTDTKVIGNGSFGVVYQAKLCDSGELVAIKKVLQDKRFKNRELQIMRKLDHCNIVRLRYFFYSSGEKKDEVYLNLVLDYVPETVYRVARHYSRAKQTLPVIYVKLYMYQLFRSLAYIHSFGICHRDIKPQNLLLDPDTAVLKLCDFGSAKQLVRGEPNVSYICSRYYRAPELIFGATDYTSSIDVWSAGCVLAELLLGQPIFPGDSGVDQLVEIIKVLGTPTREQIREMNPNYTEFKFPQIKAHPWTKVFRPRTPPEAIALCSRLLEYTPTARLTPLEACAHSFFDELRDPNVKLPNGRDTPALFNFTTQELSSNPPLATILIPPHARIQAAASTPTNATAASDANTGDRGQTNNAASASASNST
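test system = GST-tagged human GSK3beta kinase, cell-free | reagent = 25 µM ATP with peptide substrate | dosing = one dose of 10 µM per compound | schedule = 60 min reaction, RT | detection = luminescent ADP-Glo measurement of ADP formed | control set = DMSO neutral wells and GW8510 at 20 µM as positive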
RGS4 block – human RGS4 inhibition | AID 463165 | HEK293 M3R/RGS4 inducible, Fluo-4 calcium flux; hits give high values; triggered by carbachol at its EC20 | B-score at 10 µM | actives 0.45% (n = 310,000) | P49798;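 active = B-score, a plate-corrected calcium signal, over three deviations above library mean, with baseline fluorescence within five deviations of library mean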;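 also: RGS4 expression induced by doxycycline in cells with stable M3 receptor; B-score is computed from the integrated fluorescence ratio over baseline after carbachol; higher B-score means a larger calcium signal and so more RGS4 inhibition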
Target sequence (P49798 whole entry, looked up): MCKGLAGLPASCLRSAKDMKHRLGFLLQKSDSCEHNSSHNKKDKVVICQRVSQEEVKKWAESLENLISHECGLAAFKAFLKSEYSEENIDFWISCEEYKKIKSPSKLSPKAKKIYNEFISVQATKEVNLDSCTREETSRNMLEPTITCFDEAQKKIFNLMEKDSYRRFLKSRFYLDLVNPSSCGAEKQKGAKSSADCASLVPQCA
GSK3 alpha inh – human GSK-3 alpha kinase inhibition. P49840. ADP-Glo luminescence, 60 min. inhibition, % at 10 µM. actives 0.1% (n = 320,000). AID 2650;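 in the data active = inhibition above about 50%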;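 also: GST-tagged GSK-3 alpha with peptide substrate and 25 µM ATP; 0% = DMSO neutral wells and 100% = GW8510 positive control wells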
hERG rescue – hERG (human) protection from proarrhythmic block | CHO-hERG, FluxOR thallium flux, dofetilide IC70 present | activation (rescue from dofetilide block), less the hit threshold, % at 10 µM | actives 0.51% (n = 310,000);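 active = activation above the mean of controls blocked by dofetilide plus 5 SD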;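 also: thallium influx through hERG after potassium depolarization seen as dye fluorescence rise; in these data hits start at about 4.7%; inactives centre near -7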
KCNK3 block – human KCNK3 channel inhibition, primary screen | CHO-KCNK3 thallium flux, FluxOR fluorescence; hits give low values | O14649 | actives 0.84% (n = 340,000) | AID 602410 | B-score at 10 µM;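 active = B-score under library mean minus 4 SD, starting fluorescence ratio at most library mean plus 5 SD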;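 also: more negative B-score means stronger inhibition of thallium flux through KCNK3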
Target sequence (O14649 whole entry, looked up): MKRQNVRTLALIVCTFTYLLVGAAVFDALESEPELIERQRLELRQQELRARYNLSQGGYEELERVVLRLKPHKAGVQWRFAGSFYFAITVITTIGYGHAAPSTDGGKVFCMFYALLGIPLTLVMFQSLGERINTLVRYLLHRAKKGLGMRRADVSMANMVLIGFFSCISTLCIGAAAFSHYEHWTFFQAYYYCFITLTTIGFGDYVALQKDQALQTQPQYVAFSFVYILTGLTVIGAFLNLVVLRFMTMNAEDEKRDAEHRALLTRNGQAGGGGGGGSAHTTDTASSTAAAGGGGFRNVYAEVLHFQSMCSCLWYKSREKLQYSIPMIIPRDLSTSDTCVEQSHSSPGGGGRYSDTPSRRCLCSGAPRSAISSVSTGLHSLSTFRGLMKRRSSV
An asterisk follows results filed as active; i = inactive; . = not tested or not shown. This is a subset (hit frequency here may not be typical).

SMILES	KCNQ1 block	RGS4 pot	KCNQ1 pot	Dyrk1A ADPGlo	PolyA inh	KCNK9 block	GSK3B inh	RGS4 block	GSK3 alpha inh	hERG rescue	KCNK3 block
O=C(COc1ccccc1)Nc1ccc(NC(=O)c2ccco2)cc1	i	i	i	-2.9	i	i	0.9	i	-2.6	-11.5	i
CCSC1=C(C#N)C(c2ccccc2Cl)C(C(=O)c2cccs2)C(O)(C(F)(F)F)N1 (configuration not stated)	i	i	i	1.3	i	i	3.2	i	-1.6	-19.0	i
CNC(=O)/C(C#N)=C/c1c(N(Cc2ccccc2)Cc2ccccc2)nc2ccccn2c1=O	i	i	i	-3.4	i	i	-2.4	i	.	-8.7	i
C#CCN1C(=O)C2C(C(=O)NC)C3C=CC2(O3)C1C(=O)NCc1ccc(OC)cc1 (configuration not stated)	i	i	i	2.6	i	i	-4.3	i	1.1	-6.0	i
Cc1cc(-c2ccc(C)c(S(=O)(=O)NCCCN3CCN(c4ccccc4)CC3)c2)on1	i	i	i	-6.2	i	i	-1.5	i	.	-15.3	i
Cc1ccc(/C=C/C(=O)CCC(=O)O)cc1	i	i	i	2.5	i	i	-1.2	i	-0.5	-4.5	i
Cc1ccc(Oc2cc(C#N)c(C#N)cc2-n2nnc3ccccc32)cc1C	i	i	i	-2.3	i	i	1.6	i	0.7	-11.0	i
CCCn1nc(C(=O)NCc2ccccn2)c2ccccc2c1=O	i	i	i	10.0	i	i	1.2	i	-1.1	-5.6	i
COc1ccc(NC(=O)COC(=O)c2ccc(Cl)c(S(N)(=O)=O)c2)c([N+](=O)[O-])c1	i	i	i	-2.0	i	i	1.7	i	-2.9	-16.1	i
Clc1ccc2[nH]c3c(N4CCC5(CC4)OCCO5)ncnc3c2c1	i	i	i	.	i	i	0.1	i	-3.0	-36.1	.
O=C1[C@@H]2Cc3c([nH]c4ccccc34)C(c3cccc([N+](=O)[O-])c3)N2C(=O)CN1C1CCN(Cc2ccccc2)CC1 (some centres not stated)	i	i	i	-5.9	i	i	-2.2	i	-4.7	-7.9	i
CC(=O)c1ccc(NC(=O)C2CCCN(c3ncnc4c3nc3n4CCCCC3)C2)cc1 (configuration not stated)	i	i	i	-0.8	i	i	-0.4	i	3.1	-7.9	i
Cc1nc2ccccc2n1CCc1ccccc1	i	i	i	13.0	i	i	7.9	i	-3.5	-20.9	i
COC(=O)c1ccccc1OCCCOc1ccc(C=O)cc1OC	i	i	i	3.1	i	i	-0.5	i	-1.2	-9.7	i
COc1ccc(OC)c(C2C(C#N)=C(N)Oc3cc(C)n(Cc4ccccn4)c(=O)c32)c1 (configuration not stated)	i	i	i	1.8	i	i	2.4	i	-2.0	-4.4	i

Retrieved by structure from the list above:
SMILES	KCNQ1 block	RGS4 pot	KCNQ1 pot	Dyrk1A ADPGlo	PolyA inh	KCNK9 block	GSK3B inh	RGS4 block	GSK3 alpha inh	hERG rescue	KCNK3 block
CNC(=O)/C(C#N)=C/c1c(N(Cc2ccccc2)Cc2ccccc2)nc2ccccn2c1=O	i	i	i	-3.4	i	i	-2.4	i	.	-8.7	i
C#CCN1C(=O)C2C(C(=O)NC)C3C=CC2(O3)C1C(=O)NCc1ccc(OC)cc1 (configuration not stated)	i	i	i	2.6	i	i	-4.3	i	1.1	-6.0	i
CC(=O)c1ccc(NC(=O)C2CCCN(c3ncnc4c3nc3n4CCCCC3)C2)cc1 (configuration not stated)	i	i	i	-0.8	i	i	-0.4	i	3.1	-7.9	i

The listing continues:
SMILES	KCNQ1 block	RGS4 pot	KCNQ1 pot	Dyrk1A ADPGlo	PolyA inh	KCNK9 block	GSK3B inh	RGS4 block	GSK3 alpha inh	hERG rescue	KCNK3 block
CCOC(=O)CC1(NC(=O)c2cc(COc3cncc(Cl)c3)on2)CCCCC1	i	i	i	0.7	i	i	-0.3	i	-1.1	-14.1	i
O=C(Nc1cccc(C(F)(F)F)c1)c1cc(-c2ccco2)on1	i	i	i	1.0	i	i	7.2	i	-1.9	0.1	i
O=C(NCCc1cccs1)c1cccs1	i	i	i	-3.3	i	i	-0.1	i	-2.6	-6.1	i
C[n+]1cnc(-c2ccccc2)cc1-c1ccccc1	i	i	i	-2.6	i	i	3.3	i	-2.1	-9.2	i
COc1ccc2nc(SCC(=O)N3CC(=O)Nc4ccccc43)c(C#N)cc2c1	i	i	i	.	i	i	-4.4	i	-0.3	-1.6	i
COc1ccc(-c2nnc(NC(=O)CS(=O)(=O)c3ccc(Cl)cc3)o2)c(OC)c1	i	i	i	13.4	i	i	-0.1	i	-1.0	-9.5	i
COCCn1c(SCC(=O)Nc2ccc(F)cc2)nc2c(oc3ccccc32)c1=O	i	i	i	-1.6	i	i	2.4	i	-1.4	-13.5	i
CCN(CC)C(=O)CSc1nc2ccccc2c(=O)n1OC	i	i	i	6.7	i	i	-0.7	i	-1.3	-5.2	i
Cc1ccc(S(=O)(=O)CCC(=O)OCn2nnc3ccccc3c2=O)cc1	i	i	i	-5.2	i	i	1.5	i	-1.3	-9.3	i
Cc1cc(-c2ccccc2)nc2[n+]1CCN2C	i	i	i	-1.3	i	i	1.9	i	-1.0	-7.8	i
CC1=NN(c2ccccc2)C(=O)/C1=C\c1ccc(Br)s1	i	i	i	3.3	i	i	2.6	i	-4.1	-2.2	i
CCOc1ccc(NC(=O)CSc2nc(=O)n(CCN3CCOCC3)c3c2CCCC3)cc1	i	i	i	3.3	i	i	3.8	i	-0.1	-8.9	i
COc1ccccc1C1CCN(Cc2cccc([N+](=O)[O-])c2)CC1	i	i	i	3.7	i	i	1.5	i	-1.3	-10.1	i
COCc1ccc(CN2CCCC(CO)(Cc3ccccc3C)C2)o1 (configuration not stated)	i	i	i	-8.0	i	i	-3.3	i	-5.0	-10.5	i
O=C(CSc1nc2ccccc2o1)Nc1ccc(N2CCOCC2)cc1	i	i	i	3.7	i	i	1.9	i	-1.8	-7.2	i
O=C1NC(=O)/C(=C/c2ccccn2)S1	i	i	i	45.1	i	i	-3.2	i	-0.7	-5.0	i
Cc1cccnc1N1C(=O)c2ccc(C(=O)O)cc2C1=O	i	i	i	0.9	i	i	-1.5	i	-3.0	0.5	i
CN1CCN(C(=S)SCc2nc(N)nc(Nc3ccc(F)cc3)n2)CC1	i	i	i	10.9	i	i	4.4	i	4.6	-10.7	i
Cc1ccc(CNC(=O)CCS(=O)(=O)c2ccc(C)cc2)cc1	i	i	i	-3.7	i	i	-1.9	i	-1.8	-10.4	i
O=C(COC(=O)CNC(=O)c1ccc2c(c1)OCO2)Nc1ncc(Cl)cc1Cl	i	i	i	4.9	i	i	4.3	i	-1.8	-15.1	i
S=C1Nc2cc(Cl)ccc2Sc2ccccc21	i	i	i	-1.2	i	i	-25.5	i	-1.2	-5.5	i
CC(CCc1ccccc1)NC(=O)C(=O)c1c[nH]c2ccccc12 (configuration not stated)	i	i	i	0.5	i	i	-0.8	i	-1.4	-3.7	i
COCCN(C(=S)Nc1ccccc1C)C(C)c1cccs1 (configuration not stated)	i	i	i	2.3	i	i	-1.3	i	-1.4	-11.7	i
O=C(CSc1ccc(-c2ccccc2)nn1)N1CCOCC1	i	i	i	9.1	i	i	-9.4	i	10.3	-8.6	i
CCOC(=O)c1ccc(NC(=O)c2cccc(S(=O)(=O)N3c4ccccc4CC3C)c2)s1 (configuration not stated)	7*	i	i	-2.0	i	i	-1.0	i	0.1	-10.8	i
CCNS(=O)(=O)c1ccc(NC(=O)c2ccccc2SCCOC)cc1	i	i	i	1.7	i	i	3.1	i	0.3	-5.0	i
Cc1c(Cl)cnc(NC(=O)COC(=O)c2nn(C)c(=O)c3ccccc23)c1Cl	i	i	i	-5.0	i	i	-1.0	i	-1.7	-8.5	i
O=c1cc(-c2ccccc2)c2ccc(O)c(CN3CCCCC3)c2o1	i	i	i	-5.5	i	i	-1.4	i	-1.0	-16.2	i
O=C(CSc1nnc(-c2cccs2)o1)N1CCCc2ccccc21	i	i	i	5.8	i	i	5.1	i	.	-3.1	i
Cc1c(Br)c([N+](=O)[O-])nn1CC(=O)NCc1cccnc1	i	i	i	-3.3	i	i	4.1	i	-0.2	-7.4	i

Brought forward from above: 5 compounds; new compounds follow.
SMILES	KCNQ1 block	RGS4 pot	KCNQ1 pot	Dyrk1A ADPGlo	PolyA inh	KCNK9 block	GSK3B inh	RGS4 block	GSK3 alpha inh	hERG rescue	KCNK3 block
CCNS(=O)(=O)c1ccc(NC(=O)c2ccccc2SCCOC)cc1	i	i	i	1.7	i	i	3.1	i	0.3	-5.0	i
Cc1c(Cl)cnc(NC(=O)COC(=O)c2nn(C)c(=O)c3ccccc23)c1Cl	i	i	i	-5.0	i	i	-1.0	i	-1.7	-8.5	i
O=c1cc(-c2ccccc2)c2ccc(O)c(CN3CCCCC3)c2o1	i	i	i	-5.5	i	i	-1.4	i	-1.0	-16.2	i
O=C(CSc1nnc(-c2cccs2)o1)N1CCCc2ccccc21	i	i	i	5.8	i	i	5.1	i	.	-3.1	i
Cc1c(Br)c([N+](=O)[O-])nn1CC(=O)NCc1cccnc1	i	i	i	-3.3	i	i	4.1	i	-0.2	-7.4	i
O=C(NCCO)c1cccc(S(=O)(=O)N2CCCCC2)c1	i	i	i	-4.6	i	i	-2.4	i	-2.8	-10.6	i
CCNC(=S)NNC(=O)c1ccoc1C	i	i	i	-1.7	i	i	-4.6	i	-0.8	-9.0	i
COCCN1CCN(C(=O)C2CCC(=O)N(CCc3ccc(Cl)cc3)C2)CC1 (configuration not stated)	i	i	i	-4.6	i	i	2.5	i	0.6	-2.5	i
CC(CNC(=O)CCCn1ncn2c(cc3occc32)c1=O)c1ccccc1 (configuration not stated)	i	i	i	6.5	i	i	-1.4	i	-9.2	-6.1	i
CC(Sc1nnc2c(n1)[nH]c1ccccc12)C(=O)N(C)C1CCCCC1 (configuration not stated)	i	i	i	4.9	i	i	2.2	i	-1.5	-20.3	i
O=C(c1ccc(Cl)cc1)c1c[nH]c(C(=O)NNc2ccccc2)c1	i	i	i	0.9	i	i	-2.3	i	-0.6	-4.4	i
CC1(C(=O)NC2CCCCC2)CCC(=O)N1Cc1cccs1 (configuration not stated)	i	i	i	0.2	i	i	1.5	i	-0.3	0.4	i
CC1(C)Oc2ccc(C(=O)N3CCOCC3)cc2N(CC(=O)N2CCOCC2)C1=O	i	i	i	-7.3	i	i	-26.1	i	-0.1	-7.6	i
